Screening results: PubChem, The Scripps Research Institute Molecular Screening Center
TEAD-YAP block: TEAD-YAP interaction inhibition, primary screen, TEAD-YAP interaction inhibitor project, luminescence, HEK-TIYL cells; TEAD-Gal4/YAP UAS-luciferase luminescence; AID 1259422, 2018; hit rate 1.4% among 640,000; inhibition, % at 9.12 µM; in the data active = inhibition above about 32%;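 note: 0% = median of test compound wells and 100% = reference inhibitor wells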
FBW7 activator: FBW7 E3 ligase activators, primary screen, biochemical, AlphaScreen, human. F-box/WD repeat-containing protein 7 (Homo sapiens), Q969H0. AID 1259310, 2017. normalized activity (activation), % at 26.1 µM. hit rate 0.13% among 650,000. AlphaScreen FBW7–phospho-cyclin E peptide binding, activator screen; in the data active = normalized activity above about 1.9%;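 note: purified mutant Fbw7 with reduced substrate affinity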
GPR151 activ: activators of human GPR151, primary screen, cell-based, PathHunter beta-arrestin, luminescence | G-protein coupled receptor 151 (Homo sapiens), Q8TDV0 | PathHunter beta-arrestin GPR151 cells | activation, % at 11.2 µM | hit rate 1% among 650,000 | AID 1508602, 2020; in the data active = activation above about 4.9%;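 note: 0% = median of compound wells and 100% = cells with positive control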
Target sequence (Q8TDV0 whole entry, looked up): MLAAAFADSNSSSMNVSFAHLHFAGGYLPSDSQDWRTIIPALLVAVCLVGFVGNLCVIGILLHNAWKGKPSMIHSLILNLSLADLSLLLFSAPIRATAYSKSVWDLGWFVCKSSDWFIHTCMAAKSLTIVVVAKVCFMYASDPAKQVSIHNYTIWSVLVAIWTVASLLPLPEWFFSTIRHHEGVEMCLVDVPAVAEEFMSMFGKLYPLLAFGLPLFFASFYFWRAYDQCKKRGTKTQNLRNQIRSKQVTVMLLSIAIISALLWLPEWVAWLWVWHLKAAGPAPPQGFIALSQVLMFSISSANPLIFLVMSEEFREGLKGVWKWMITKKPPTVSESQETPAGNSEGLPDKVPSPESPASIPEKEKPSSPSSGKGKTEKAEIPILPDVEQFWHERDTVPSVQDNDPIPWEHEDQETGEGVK
MITF primary: MITF inhibitors, primary screen, biochemical, AlphaScreen, human; Microphthalmia-associated transcription factor (Homo sapiens), O75030; inhibition, % at 2.6 µM; AlphaScreen MITF homodimerization, bead proximity signal; hit rate 0.91% among 650,000; AID 1259374, 2018; in the data active = inhibition above about 50%;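 note: 0% = vehicle wells with protein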
Target sequence (O75030 whole entry, looked up): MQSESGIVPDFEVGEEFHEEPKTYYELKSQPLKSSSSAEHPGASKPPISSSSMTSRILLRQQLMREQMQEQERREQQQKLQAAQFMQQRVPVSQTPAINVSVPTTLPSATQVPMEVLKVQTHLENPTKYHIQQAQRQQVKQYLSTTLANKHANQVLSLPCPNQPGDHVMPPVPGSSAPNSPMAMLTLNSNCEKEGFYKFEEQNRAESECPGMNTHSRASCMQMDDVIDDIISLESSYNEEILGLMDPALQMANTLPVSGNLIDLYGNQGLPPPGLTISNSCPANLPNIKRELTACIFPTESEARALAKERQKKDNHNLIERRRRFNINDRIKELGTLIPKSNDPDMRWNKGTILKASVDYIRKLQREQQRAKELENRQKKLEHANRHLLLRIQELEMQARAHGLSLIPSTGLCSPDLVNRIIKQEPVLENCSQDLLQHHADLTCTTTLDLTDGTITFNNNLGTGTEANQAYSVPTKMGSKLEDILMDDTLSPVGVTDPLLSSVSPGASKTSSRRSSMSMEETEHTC
* hit, by the source's call.

SMILES	MITF primary	FBW7 activator	GPR151 activ	TEAD-YAP block
CC(C)C(c1nnnn1C1CCCC1)N1CCN(c2ccc(F)cc2)CC1 (centres undefined)	17	0.0	0.6	3
CCSCCOC(=O)C1=C(C)NC(=O)CC1c1cccc(Cl)c1Cl (centres undefined)	-1	0.0	0.1	2
Cc1ccc(NC(=O)C(=O)NCCOc2ccccc2)c(C)c1	7	0.3	-0.6	-3
COc1ccc(CCN2C(=O)CC(C(=O)Nc3ccccc3OC)SC2=Nc2ccccc2)cc1 (centres undefined)	-1	0.1	-0.6	7
O=C(CS(=O)(=O)c1ccc(F)cc1)Nc1cccc(-c2nc3ccccc3o2)c1	7	-0.1	-0.6	3
COc1ccccc1/C=C(/NC(=O)c1cc(OC)c(OC)c(OC)c1)C(=O)O	7	0.2	0.7	12
CCCN(CCC)C(=O)CSc1nc2ccccc2c(=O)n1Cc1ccc2c(c1)OCO2	-4	-0.2	1.1	-3
COc1cc(-c2cnn3ccc(Nc4cc(OC)c(OC)c(OC)c4)nc23)ccc1O	7	0.5	1.8	71*
CCOC(=O)c1ccc(NC(=O)C(=O)N2CCCCC2)cc1	-15	0.0	-0.5	-44
COCCn1c(Cc2cccn2C)nnc1SCC(=O)Nc1cc(C)on1	2	0.2	-0.6	2
O=S(=O)(c1ccc(-c2nc3ccccc3s2)cc1)N1CCCCC1	10	0.1	-0.8	0
Cc1ccc2cc(CN(CC3CCCO3)C(=O)C(F)(F)F)c3nnnn3c2c1 (centres undefined)	-10	-0.3	0.8	-2
Cc1ccc(NC(=O)CCC(=O)N/N=C/c2ccco2)cc1	8	-0.1	0.5	-2
CC(C)(C)n1nnnc1CN1CCSCC1	3	0.4	-1.2	-5
c1ccc2[nH]c(-c3cc(-c4cc(-c5nc6ccccc6[nH]5)c5ccccc5n4)nc4ccccc34)nc2c1	11	0.1	-9.7	82*
Cc1cc(S(=O)(=O)NCc2nc(N3CCCC3)c3cc(Cl)ccc3n2)c(C)s1	11	-0.2	-0.7	0
Cc1cccc(OCCCC(=O)Nc2sc3c(c2C(N)=O)CCC(C)C3)c1 (centres undefined)	4	0.0	-0.1	-1
COc1cccc(C2C(C#N)=C(N)Oc3cc(O)ccc32)c1OC (centres undefined)	4	-0.2	-0.4	5
COc1ccc(S(=O)(=O)N(CC(=O)Nc2cc(OC)ccc2OC)c2ccc(Cl)cc2)cc1	-2	-0.1	0.5	4
COc1ccc2c(c1)CC(C(=O)Nc1ccc(-c3cn[nH]c3)cc1OCCOCc1ccccc1)CO2 (centres undefined)	21	-0.2	1.2	-5
COc1ccc(CNS(=O)(=O)c2cc(Br)cnc2N)cc1	2	-0.1	0.9	7
Cc1ccccc1NC(=O)c1nc[nH]c1C(=O)Nc1ccccc1C	18	0.1	-0.3	5
COc1ccc(C2C(C(=O)N3CCCCC3)CC(=O)N2c2ccc(OC)cc2)cc1 (centres undefined)	-10	0.0	-0.5	-2
CCOc1ccc(/C(O)=C2/C(=O)C(=O)N(CCN(CC)CC)C2c2ccc(C)cc2)c(C)c1 (centres undefined)	3	-0.1	0.5	0
CCc1ccccc1N1CCN(S(=O)(=O)c2ccc(F)c(OC)c2)CC1	8	0.5	1.8	5
O=C(/C=C/c1cccs1)N1CCN(c2nc3ccccc3s2)CC1	-4	0.5	-1.6	-3
COC(=O)c1ccc(/C=N/OCC(=O)Nc2cc(C)on2)cc1	-13	0.0	1.0	8
O=C(Nc1ccc(O)cc1)c1cc(S(=O)(=O)N2CCCC2)ccc1Cl	70*	0.2	0.7	7
COc1cc2c(cc1OC)C(C1=NC3(CCCCC3)Cc3ccccc31)=NC(C)(C)C2	0	-0.1	-0.8	4
CC(=O)c1ccc(C(=O)Nc2sc3c(c2C#N)CCCC3)cc1	7	0.0	-1.2	-31
Cc1nn(CC(=O)O)c(C)c1[N+](=O)[O-]	7	0.5	2.5	11
Cc1ccc(C(=O)N/C(=C\c2ccc3c(c2)OCO3)C(=O)Nc2cccc(F)c2)cc1C	16	0.2	-0.4	-6
Cc1ccc(N2CCN(C(=O)c3cccn4c(=O)c5ccc(Cl)cc5nc34)CC2C)cc1 (centres undefined)	10	0.4	-0.1	-5
O=C(N/N=C\c1cccc2ccccc12)c1ccc(CO)nc1	-14	0.1	0.3	-5
CCOC(=O)C1=CN(c2ccc(F)cc2)C=C(C(=O)OCC)C1c1cccs1	-28	0.6	-2.6	-8
COc1ccc(N(CC(=O)O)S(=O)(=O)c2ccc3[nH]c(=O)c(=O)[nH]c3c2)cc1	30	0.0	-0.9	-1
COC(=O)c1ccc(S(=O)(=O)NCCNc2nc3c(C)c(C)ccc3cc2C#N)cc1	-6	0.3	-1.1	2
COc1ccc(OCC(=O)N=Nc2c(O)[nH]c(=O)[nH]c2=O)c(Br)c1	-9	-1.1	1.3	9
CCOc1cc(C)c(S(=O)(=O)N2CC(C)OC(C)C2)cc1C (centres undefined)	13	0.0	0.5	-3
O=C(NC1CC1)C1CC(=O)N(C2CCCCC2)C1 (centres undefined)	2	-0.1	2.0	-11

Reprinted from the part before: 5 compounds; new compounds follow.
SMILES	MITF primary	FBW7 activator	GPR151 activ	TEAD-YAP block
COc1ccc(N(CC(=O)O)S(=O)(=O)c2ccc3[nH]c(=O)c(=O)[nH]c3c2)cc1	30	0.0	-0.9	-1
COC(=O)c1ccc(S(=O)(=O)NCCNc2nc3c(C)c(C)ccc3cc2C#N)cc1	-6	0.3	-1.1	2
COc1ccc(OCC(=O)N=Nc2c(O)[nH]c(=O)[nH]c2=O)c(Br)c1	-9	-1.1	1.3	9
CCOc1cc(C)c(S(=O)(=O)N2CC(C)OC(C)C2)cc1C (centres undefined)	13	0.0	0.5	-3
O=C(NC1CC1)C1CC(=O)N(C2CCCCC2)C1 (centres undefined)	2	-0.1	2.0	-11
CC(C)(CNCc1ccccc1)NS(=O)(=O)c1ccccc1	38	0.1	-0.7	-7
O=C(Cc1cccs1)N/N=C\c1ccccc1O	-5	-0.3	1.3	-8
COc1cc(/C=C(/NC(=O)c2ccccc2)C(=O)NCCO)c([N+](=O)[O-])cc1OC	0	-0.2	0.1	3
CCOc1ccc(Nc2nc(C)nc3sc4c(c23)CCCC4)cc1	2	-0.1	0.0	0
CC(=O)N1CCN(c2ccc(NC(=O)c3ccc(C(C)(C)C)cc3)cc2)CC1	-2	-0.1	2.0	-1
COc1ccc(/C=C/C(=O)N2c3cc(C)ccc3C(C)(c3ccccc3)CC2(C)C)cc1OC (centres undefined)	11	0.9	0.9	-18
CC(=O)N1CCN(Cc2ccc3c(c2)CN(Cc2c(F)cccc2F)CCO3)CC1	1	-0.1	0.1	5
c1ccc2c(c1)nnn2CN1CCOCC1	8	0.1	2.1	1
Cc1cc2c(cc1S(=O)(=O)C(C)CC(=O)NC1CCCC1)OCC(=O)N2 (centres undefined)	3	-0.1	2.0	-8
O=C(NC(=S)NCC1CCCO1)c1cccs1 (centres undefined)	-4	0.2	2.7	-7
NC(=O)c1cc(NC(=O)c2ccc([N+](=O)[O-])cc2)cc(C(N)=O)c1	9	0.8	0.2	-1
Cc1cnc(-c2ccc(C(=O)N3CCN(C)CC3)cc2)nc1NC1CC1	5	-0.1	1.9	1
O=C(O)CNC(=O)/C=C/c1ccccc1F	6	0.0	1.9	2
COCCn1cc(C(=O)NCCCN2CCCC2)c2c3ccccc3n(C)c2c1=O	-5	0.2	0.8	-13
O=C(COC(=O)C1c2ccccc2Oc2ccccc21)c1ccc(Oc2ccc(Cl)cc2[N+](=O)[O-])cc1	-5	-0.2	-0.7	-14
Cc1cccc(NC(=O)CC2C(=O)NCCN2C(=S)Nc2ccccc2)c1 (centres undefined)	11	0.1	-0.3	5
O=C(/C=C/c1ccc([N+](=O)[O-])cc1)N1CCN(c2ccc([N+](=O)[O-])cc2)CC1	-11	-0.3	-0.5	4
O=C(O)c1ccc2c(c1)C(=O)c1cc(C(=O)O)ccc1-2	9	1.2	-3.7	-4
C=CCn1c(=O)c2c(nc3n2CC(C)CN3CCc2ccccc2)n(C)c1=O (centres undefined)	-5	-0.5	0.5	-9
O=C(CCCCCN1C(=O)c2ccccc2C1=O)NCc1ccccn1	-5	-0.1	1.4	0
CCOC(=O)c1ccc(CN(Cc2ccncc2)S(=O)(=O)c2ccc(C)cc2)cc1	3	0.3	0.4	16
CCc1ccc(NC(=O)CSc2n[nH]c(=O)n2C2CC2)cc1	-2	-0.1	2.6	-4
O=C(Cn1ncc2c1-c1ccccc1OC2)NCCN1CCN(Cc2ccccc2)CC1	23	0.4	0.4	16
CCS(=O)(=O)c1c(S(=O)(=O)CC)c2c(C)cccn2c1C(=O)c1ccccc1	7	-0.2	1.0	6
Cc1cc(C(F)(F)F)nc2snc(Br)c12	8	0.0	5.2*	2
CCOc1ccc(NC(=O)CSc2nc3ccccc3n2S(=O)(=O)c2ccc(OC)cc2)cc1	4	0.8	-1.5	-2
COc1cccc(NS(=O)(=O)c2cc(Br)cnc2N)c1	-5	-0.1	0.0	-18
CCOc1cc(/C=N/NC(=O)COc2cccc([N+](=O)[O-])c2)ccc1O	-4	0.1	0.2	3
CCOc1ccc(-c2nnc3ccc(SCC(=O)N4CCCCCC4)nn23)cc1	-4	-0.1	-0.5	-9
Clc1cccc(OCCCCn2ccnc2)c1	9	0.0	-1.0	11
CN(C(=O)Cn1cccc1C1=NC(c2ccccc2)CO1)c1ccccc1 (centres undefined)	-20	-0.1	2.4	4
CSc1nc2ccc3nc(NC(C)=O)sc3c2s1	-5	-0.1	-0.2	-36
O=[N+]([O-])c1cc(Nc2nc(-c3ccccc3F)nc3ccccc23)cc(Sc2ccc(F)cc2)c1	4	0.7	-0.3	-2
CC(NC(=O)CSc1nnc(NC2CCCCC2)s1)c1ccccc1 (centres undefined)	-5	0.1	1.5	-2
CC(C)c1nc2ccccc2c2nn(CC(=O)N3CCN(C(=O)c4ccco4)CC3)c(=O)n12	-7	-0.1	15*	10
CC(C)(O)C#CCN1CCN(c2ccc([N+](=O)[O-])cc2)CC1	3	-0.2	0.3	20
Cn1c(N)c(C(=O)COC(=O)CCOc2ccc(C(C)(C)C)cc2)c(=O)n(C)c1=O	-3	0.0	-3.0	-3
COc1ccccc1CNCc1cccc(F)c1	35	0.0	2.0	5
CC(=O)N1CCc2nc(C)nc(N3CCCC3)c2C1	16	0.8	-0.7	-2
CCOc1ccc(/C(O)=C2/C(=O)C(=O)N(CCCN(C)C)C2c2ccc(C(C)(C)C)cc2)cc1C (centres undefined)	17	1.1	0.4	1

Just GPR151 activ, TEAD-YAP block and FBW7 activator, for some of the entries so far:
mol	GPR151 activ	TEAD-YAP block	FBW7 activator
O=C(CS(=O)(=O)c1ccc(F)cc1)Nc1cccc(-c2nc3ccccc3o2)c1	-0.6	3	-0.1
COc1ccccc1/C=C(/NC(=O)c1cc(OC)c(OC)c(OC)c1)C(=O)O	0.7	12	0.2

(continued)
SMILES	MITF primary	FBW7 activator	GPR151 activ	TEAD-YAP block
Cc1ccc(NC(=O)CC(C)S(=O)(=O)c2ccc3c(c2)OCC(=O)N3)c(Cl)c1 (centres undefined)	9	-0.1	2.1	8
COc1ccccc1Oc1nnnn1-c1ccc(C(=O)O)cc1	8	0.2	-1.4	-6
CC(C)c1ccc(CNC(=O)C(=O)Nc2ccc(Cl)cc2)cc1	5	0.0	-0.4	-1
NC(=O)C1CCN(C2OC(=O)c3ccccc32)CC1 (centres undefined)	2	-0.1	2.3	-2
COc1cccc(-c2ocnc2C(=O)Nc2nnc(-c3ccco3)s2)c1	6	-0.4	-0.7	-13
COc1ccc(-c2noc(CN3CCN(c4ccccc4OC)CC3)n2)cc1OC	7	0.4	-1.6	8
COc1cc2nc(Nc3ccc4ncccc4c3)nc(Nc3ccc4c(c3)OCO4)c2cc1OC	5	-0.3	7.7*	1
CC(C)c1ccc(C2C3=C(CC(C)(C)CC3=O)NC3=C2C(=O)CC(C)(C)C3)cc1	-10	0.2	-1.5	-1
